# 5-HT1A blocker = antagonists of human 5-HT1a serotonin receptor. 0.68% of 62,000 active. AID 612. CHO 5-HT1a Ga15 NFAT-bla reporter, antagonist mode. inhibition, % at 10 µM. P08908;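 active = inhibition above the mean of all tested compounds plus 3 SD, cut at about 43% in these data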;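 also: receptor stimulated by 5-CT agonist at 100 nM near EC80; beta-lactamase reporter measured by ratiometric fluorescence of a cleavable substrate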
# Target sequence (P08908 whole entry, looked up): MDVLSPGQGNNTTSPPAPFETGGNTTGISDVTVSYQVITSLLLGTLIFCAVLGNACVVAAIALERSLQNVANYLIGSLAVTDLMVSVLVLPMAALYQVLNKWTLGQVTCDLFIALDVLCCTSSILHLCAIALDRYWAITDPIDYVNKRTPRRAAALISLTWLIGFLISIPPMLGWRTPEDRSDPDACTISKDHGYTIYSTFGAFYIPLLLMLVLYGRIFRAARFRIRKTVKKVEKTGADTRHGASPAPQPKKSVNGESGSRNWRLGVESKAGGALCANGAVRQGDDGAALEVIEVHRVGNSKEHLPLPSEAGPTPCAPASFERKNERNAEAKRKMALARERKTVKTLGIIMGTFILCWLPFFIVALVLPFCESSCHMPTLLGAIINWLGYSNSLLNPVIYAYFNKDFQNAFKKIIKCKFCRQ
# S1P1 ag pot = activates or potentiates agonism at human S1P1 receptor; 0.57% of 56,000 active; activation, % at 9.5 µM; S1P1 CRE-bla cells, forskolin, beta-lactamase FRET, potentiator mode; S1P1 agonist co-added at EC20, 2 nM; 100% = saturating reference agonist, 0% = basal; P21453; AID 449;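 active = activation above a cutoff set at the mean activation of all tested compounds plus 3 SD, cut at about 54% in these data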;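 also: forskolin at 4 µM as EC80 and the EC20 agonist is SEW2871; 100% = SEW2871 at its EC100 plus forskolin at EC80; some compounds past the cut are filed as inactive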
# S1P3 agonist = activates the human S1P3 receptor; 0.1% of 60,000 active; S1P3 NFAT-BLA reporter cells, agonism, FRET ratio; relative to 1 µM S1P, basal subtracted; Q99500; activation, % at 4.5 µM;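 active = activation above the screen-wide mean plus 3 SD, cut at about 4.5% in these data, passing the limit was not always enough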; also: some compounds called inactive have numbers as strong as hits
#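 material = human S1P3 NFAT-BLA reporter CHO cells | schedule = 4 h compound at 37 °C, 2 h substrate at RT | measured by = fluorescent BLA substrate, ex 405 nm, em 460/535 nm ratio | controls = 1 µM S1P reference | replication = primary once, confirmation triplicate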
# HTR1E antagonist = antagonists of human 5-HT1E serotonin receptor; 0.99% of 65,000 active; CHO 5-HT1E Ga15 NFAT-bla reporter, FRET, antagonist; AID 571; P28566; inhibition, % at 6 µM;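 active = inhibition above a set limit, the mean inhibition across every tested compound plus 3 SD, cut at about 29% in these data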;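 also: signal is the 460 over 535 nm emission ratio of beta-lactamase substrate; 0% = agonist plus DMSO wells and 100% = wells without agonist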
# AP ELISA ortho = alternative pathway complement inhibition, orthogonal assay | Human serum alternative complement pathway, LPS-coated ELISA, C3 deposition; tested in compound mixtures | 0.08% of 62,000 active | inhibition, % at 5 µM;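 active = inhibition above 30% in each of the two pooled mixtures holding the compound, so the lower value exceeds 30%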;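 also: 0% = serum in Mg-EGTA without compound and 100% = EDTA serum blank; some compounds past the cut are filed as inactive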
#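 Test system: human serum complement alternative pathway, C3 deposition onto LPS / Medium: Mg2+-EGTA GVB++ buffer containing human serum at 1:15 dilution / Probe or stimulus: Plate-bound LPS / Times: 1 h at 37 °C / Signal: ELISA with HRP anti-human C3 antibody, TMB substrate, absorbance 450 nm / Measure: percent inhibition / Repeats: two pool placements per compound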
# RORA act = activators of human nuclear receptor RORA; P35398; CHO-K1 Gal4-RORA LBD luciferase reporter, luminescence; percent increase over mock-subtracted basal signal; activation, % at 10 µM; 1.5% of 65,000 active; AID 560;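 active = activation above the mean of all tested compounds plus 3 SD, cut at about 49% in these data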;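 also: 0% = DMSO-treated RORA cells and 100% = added signal equal to DMSO minus mock-transfected cells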
# HTR1E agonist = 5-HT1E (human) receptor agonism; CHO 5-HT1E Ga15 NFAT-bla reporter, FRET; 0% DMSO wells, 100% control agonist wells; 0.69% of 65,000 active; activation, % at 6 µM; P28566;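 active = activation above a set limit, the screen-wide mean activation plus 3 SD, cut at about 8.5% in these data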;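 also: 100% = positive control agonist at 1 µM giving full maximal response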
# Ecoli tolC = E. coli tolC mutant growth inhibition; E. coli BW25113 tolC mutant growth, OD615; growth inhibition, % at 10 µM (by protocol); 2.2% of 65,000 active;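 active = growth inhibition at or above a cutoff equal to the mean over every tested compound plus 3 SD, cut at about 60% in these data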;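 also: growth measured after 20 h incubation at 37 °C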
#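 Test system: E. coli BW25113 ΔtolC::kan bacteria; incubation: 37 °C, 20 h exposure; medium: LB broth supplemented with 50 µg/mL kanamycin; read-out basis: percent growth inhibition; signal: A615 absorbance measurement; compound: 10 µM final, single dose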
# SF-1 act = SF-1 (human) activation; 1.9% of 65,000 active; Q13285; activation, % at 10 µM; CHO-K1 Gal4-SF-1 LBD luciferase reporter; % increase over DMSO SF-1-specific signal;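 active = activation above the mean activation of all tested compounds plus 3 SD, cut at about 50% in these data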
# Target sequence (Q13285 whole entry, looked up, the tested form may be a part): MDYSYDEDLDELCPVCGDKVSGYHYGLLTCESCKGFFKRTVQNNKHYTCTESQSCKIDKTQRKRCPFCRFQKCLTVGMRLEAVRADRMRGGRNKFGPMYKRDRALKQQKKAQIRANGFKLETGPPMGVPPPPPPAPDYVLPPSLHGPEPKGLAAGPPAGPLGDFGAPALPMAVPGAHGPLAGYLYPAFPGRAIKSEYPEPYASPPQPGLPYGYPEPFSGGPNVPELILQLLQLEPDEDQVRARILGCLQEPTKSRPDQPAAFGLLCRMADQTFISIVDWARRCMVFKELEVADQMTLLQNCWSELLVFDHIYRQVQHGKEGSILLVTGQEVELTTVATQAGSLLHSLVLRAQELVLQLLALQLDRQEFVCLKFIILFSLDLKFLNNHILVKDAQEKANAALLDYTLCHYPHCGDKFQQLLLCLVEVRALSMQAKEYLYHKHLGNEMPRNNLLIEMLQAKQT
#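 Test system: transient Gal4-SF-1 LBD reporter, CHO-K1; Amount: 4,000 CHO-K1 cells per well; Doses: 10 µM only; Timing: compound exposure 20 h at 37 °C; Signal: luciferase light emission; Read-out basis: percent activation relative to DMSO median and mock-transfected background; Control set: DMSO negative control and −SF1 background wells; Replicates: one test per compound.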
# An asterisk follows results filed as active; . = no result given. An unsorted share of the library (roughly 7.1% active in at least one column).
compound	5-HT1A blocker	S1P1 ag pot	S1P3 agonist	HTR1E antagonist	AP ELISA ortho	RORA act	HTR1E agonist	Ecoli tolC	SF-1 act
CC(=O)Nc1ccc(S(=O)(=O)N2CCN(CCC#N)CC2)cc1	8.8	-4.6	-0.7	6.2	5.5	-18.8	0.8	-10.6	-5.2
Cn1c(SCCOc2ccccc2Cl)nnc1-c1ccncc1	-11.8	.	-0.3	4.7	4.4	-3.2	0.1	4.0	-0.9
COc1ccc(N2Cc3cccc(C(=O)O)c3C2=O)cc1	2.6	-9.0	-0.6	7.1	22.5	-4.5	-0.7	-8.7	-0.5
O=C(c1csc2c1CCCC2)n1cccn1	1.9	-14.4	0.1	-8.2	5.9	-19.6	-0.6	-8.0	31.6
Cc1ccc(-c2cc(C(F)F)n3ncc(C(=O)N4CCN(c5ccccn5)CC4)c3n2)cc1	-4.5	-20.1	-2.5	-16.3	9.8	24.4	8.4	20.2	-22.8
O=S(=O)(NCCSc1ccccc1)c1cccs1	3.1	-20.2	-1.3	-8.3	5.4	-2.6	0.0	18.2	-1.5
Cn1nnc(C(O)CNCc2cccs2)n1 (centres undefined)	-27.9	-7.5	-0.5	-10.3	-9.0	7.1	-0.8	-31.4	0.3
Cc1ccc(C(=O)Nc2c(C)n(C)n(-c3ccccc3)c2=O)cc1S(=O)(=O)N1CCOCC1	-2.6	.	.	2.6	-2.1	-7.8	-0.2	-17.6	8.0
CCOC(=O)N1C(=O)c2cc(OC)ccc2S1(=O)=O	-6.3	1.4	-0.5	2.0	-0.8	-20.6	0.1	-14.9	-5.8
Cc1ccc(-c2nc(C#N)c(NCc3cccc4c3OCO4)o2)cc1	15.6	-4.8	-0.6	2.6	12.8	7.7	-1.2	7.7	22.4
CCOC(=O)c1c(C)[nH]c(C(=O)OCC(=O)Nc2cc(C)ccc2OC)c1C	-8.0	-7.2	-1.0	6.2	5.0	-7.3	-0.7	-14.6	-11.6
CCn1c(N2CCN(CC(=O)Nc3cccc(C)c3C)CC2)nc2ccccc21	-2.5	2.6	-0.2	-9.3	3.5	16.7	2.7	18.5	-0.5
COCCn1c(SC)nnc1-c1c[nH]c2ccccc12	-1.8	1.7	-0.7	1.7	26.8	17.9	0.1	-7.2	11.0
Cc1cc(N2CCN(C3CCCC3)CC2)n2nc(C)c(-c3ccccc3)c2n1	-7.2	-3.0	0.8	-7.7	24.4	-30.2	-0.3	-19.7	6.5
O=C(CCn1c(=O)[nH]c2ccccc2c1=O)NCCCN1CCN(c2cccc(Cl)c2)CC1	37.1	2.3	0.0	-0.3	5.2	4.7	11.7*	0.0	10.8
C1CCC2(CC1)C1=C(CCCC1)Nc1nnnn12	4.5	-2.4	-1.4	-10.8	17.5	-26.5	-0.8	11.1	-5.1
O=C(c1nn(Cc2ccccc2)c(=O)c2ccccc12)N1CCN(c2ccccn2)CC1	30.3	1.1	0.4	5.7	-24.9	-3.2	0.4	8.0	22.6
CCOC(=O)CCC(NC(=O)c1ccc(NCN2C(=O)CCC2=O)cc1)C(=O)OCC (centres undefined)	-4.6	15.2	-0.8	-4.6	5.0	0.8	0.6	-6.3	-5.3
CC1Cc2ccccc2N1C(=O)C1CCCN1S(=O)(=O)c1ccc(Cl)cc1 (centres undefined)	-2.9	-22.4	0.5	-3.2	4.6	9.3	0.1	-5.6	-6.7
O=C(NS(=O)(=O)c1ccc(NC(=O)C2CCCO2)cc1)c1ccccc1 (centres undefined)	4.4	8.5	-0.5	-2.1	3.6	-2.7	-0.3	-11.0	-13.6
CCOc1ccccc1NC(=O)NC1(C(=O)N2CCOCC2)CCCCC1	6.3	-16.2	-0.4	0.9	-10.1	-1.2	-0.5	-0.1	-7.2
CCOC(=O)c1cnn(-c2nc(-c3ccccc3)nc3c2COC(C)(C)C3)c1N	-13.9	.	.	3.2	1.2	-15.2	0.0	8.0	-14.2
CCCOc1ccc2c3c(c(=O)oc2c1OCCC)CCC3	7.3	2.3	0.2	1.3	-0.5	1.9	-0.3	73.0*	-7.1
CC1(C)OC(C(=O)NC2CCCCC2)C(C(=O)NC2CCCCC2)O1 (centres undefined)	-5.7	-3.2	0.2	-0.1	-2.2	-1.1	0.2	-13.3	11.2
COc1ccc(OC)c(C(=O)Cn2nnc3ccccc3c2=O)c1	2.1	-18.3	0.3	4.6	-7.7	11.4	-0.1	-5.8	-1.1
Cn1c2ccccc2c2nnc(SCN3C(=O)c4ccccc4C3=O)nc21	-7.9	-33.0	-0.7	5.5	6.6	-8.9	-0.9	-11.4	11.9
Cc1cc(C)n(-c2ccc(C(=O)Nc3ccccn3)cc2)n1	-0.7	-6.7	0.5	-4.7	16.7	18.6	-0.6	7.4	29.2
O=C(c1ccc2c(c1)OCO2)N(c1ccc(Cl)cc1)C1C=CS(=O)(=O)C1 (centres undefined)	9.6	1.9	-0.4	-1.2	-0.4	14.7	0.6	-2.3	-13.1
Cc1ccc(-n2ncc3c(=O)n(CC#N)cnc32)cc1C	13.4	7.3	-0.9	0.3	-10.9	26.5	-1.1	-10.2	12.8
CC(C)N(C(=O)N1CCC(c2nc(-c3ccncc3)no2)CC1)C(C)C	-9.8	26.1	-1.0	6.9	-1.8	-6.7	0.5	1.6	-12.4
COc1ccc2[nH]c(=O)c(CN(CCO)C(=O)c3ccccc3F)cc2c1	-10.4	-10.9	0.5	10.8	18.1	2.3	-1.0	-16.0	-3.4
CN1CCN(C(=O)c2ccc3c(c2)N(Cc2ccc(Cl)cc2)C(=O)c2ccccc2S3=O)CC1 (centres undefined)	-3.0	-8.8	-0.3	5.5	-8.1	14.5	-0.4	3.8	8.3
CC(O)CNc1nc2c(c(=O)n(C)c(=O)n2C)n1C/C=C/c1ccccc1 (centres undefined)	-25.4	-9.0	-0.1	-12.1	3.1	-6.4	-0.4	-3.2	4.1
O=C(COc1ccccc1)Nc1ccccc1C(=O)NCc1ccco1	8.8	-5.2	-1.7	14.9	5.8	9.2	-0.8	0.9	1.0
CN1CCN(C(c2cccnc2)c2ccc3cccnc3c2O)CC1 (centres undefined)	12.5	28.1	0.6	22.4	-9.3	21.0	4.0	-2.3	1.0
Cc1cccc(NC(=O)Cn2c(=O)oc3ccccc32)c1	-5.1	-12.8	-0.4	3.8	2.1	2.2	-0.6	-19.9	4.5
Clc1ccc(Cl)c2sc(N3CCCC3)nc12	-6.0	-27.3	-0.1	-11.0	9.6	-12.5	0.6	28.6	17.4
COc1ccc(Cn2c(=O)[nH]c3cc(C(=O)NCCCN4CCCC4)ccc3c2=O)cc1	0.7	.	.	-1.4	8.2	5.7	-0.6	-2.4	0.3
Cc1sc(C(=O)NCc2cccnc2)c2nc(C)n(CC(=O)NCc3cccnc3)c(=O)c12	-0.8	-11.7	-1.2	10.7	-5.1	9.5	0.2	-26.6	11.6
Cc1cc2c(c(N)n1)c(=O)oc1ccccc12	-4.9	-22.8	-1.1	12.2	9.5	-1.7	1.1	20.0	5.6
C=CCn1c(=O)c2ccccc2n2c(SCc3cc(=O)n4ccsc4n3)nnc12	2.4	-4.3	-1.4	6.6	21.4	10.5	-0.4	-17.9	-3.2
Cc1oc(-c2cccc(Cl)c2)nc1CN1CCC(C(=O)NCC2CCCO2)CC1 (centres undefined)	11.9	15.4	-0.5	-0.6	13.9	-16.2	-0.3	-5.4	-1.0
CC1CN(C(c2ccco2)c2sc3ncnn3c2O)CC(C)O1 (centres undefined)	-4.3	13.0	0.3	3.0	15.5	-30.9	0.7	-23.3	3.8
CCOC(=O)c1cc2sc(C)cc2n1CC(=O)N1CCc2ccccc21	6.0	.	.	-10.7	8.1	-3.5	0.0	-24.2	-12.9
COc1ccc(N2CCN(CCNC(=O)C3CC(=O)N(C4CCCC4)C3)CC2)cc1 (centres undefined)	-9.4	-6.3	0.3	-0.3	5.8	-8.4	-0.3	-8.8	1.6
COc1cc(S(=O)(=O)Nc2cccnc2)ccc1F	-4.6	2.0	-0.8	-0.2	10.8	4.0	0.0	-10.4	2.2
c1ccc(-c2ccc(C(c3ccccc3)n3ccnc3)cc2)cc1 (centres undefined)	.	36.4	-3.3	-1.6	-1.2	-18.4	-0.2	5.4	-12.3
CC(=O)c1ccc(S(=O)(=O)N(Cc2cc3cc4c(cc3[nH]c2=O)OCCO4)CC2CCCO2)cc1 (centres undefined)	-0.6	-15.0	-0.7	5.4	-26.0	27.4	-0.2	7.2	43.4
CCCCCNC(=O)C(C#N)c1nc2ccccc2nc1N1CC(C)OC(C)C1 (centres undefined)	.	7.8	-3.6	5.1	.	-29.3	-0.7	6.3	-5.7
CCOC(=O)C1=C(C)NC(=O)C1(NC(=O)c1cccnc1)C(F)(F)F (centres undefined)	-5.1	-22.5	0.4	-4.5	-2.9	11.2	-0.4	4.9	-4.2
Cc1cc(C)n2nc(CC(=O)NC3CCCCCC3)nc2n1	-7.2	.	.	1.8	5.5	-10.7	-0.5	-12.5	-0.9
CC(=O)N(C)c1ccc(NC(=O)c2ccco2)cc1	10.3	-9.7	0.2	-1.3	5.0	33.3	-0.3	1.7	49.9*
O=C(CSc1nnc(Cn2c(=O)sc3ccccc32)n1-c1ccccc1)N1CCCCCC1	-9.1	-2.5	0.0	-0.6	5.2	7.2	1.1	5.0	7.9
Cc1cc(C(=O)COC(=O)CCc2nc3ccccc3s2)c(C)n1C	-2.9	12.7	-1.0	-2.8	6.1	-6.3	-0.3	38.6	0.3
O=C(NCCCN1CCN(c2cccc(Cl)c2)CC1)c1ccc(N2CCCC2=O)cc1	46.2*	.	.	-5.7	12.1	4.7	8.2	12.6	-13.7
CCN(CC)C(=O)CP(=O)(c1ccccc1)c1ccccc1	-9.2	-27.0	-1.4	-0.6	20.8	4.0	2.0	-5.0	11.1

# Assay outcomes as filed in PubChem BioAssay.
